LDHA block – LDHA (human) enzyme inhibition. purified LDHA, NADH/diaphorase-resazurin fluorescence; stronger effect = lower value. activity change, % (values are at about 110 or 230 µM). actives 0.15% (n = 480,000); in the data active means activity change below about -30%; inconclusive means mostly about -25% to -30%;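 further: plate controls were DMSO wells for no effect and wells without enzyme for full effect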
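Human LDH5 at 2 nM final in Tris HCl pH 7.4 with 0.06 mM NADH and 0.2 mM pyruvate, reacted 5 minutes at room temperature. Remaining NADH coupled via diaphorase/resazurin; resorufin fluorescence read at 0 and 20 minutes, normalized to enzyme-free and DMSO wells.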
Glioma ERSR ind – ER stress response induction in glioma. actives 0.02% (n = 420,000). AID 602332. Potency, µM, inactives show at the highest dose activation, actives largely listed as activators. U87-MG GRP78 promoter luciferase reporter, 16 h; further: potency means the concentration at half of the fitted maximal effect; series mostly up to about 76 µM; % of control where 0% means no effect; nearly all actives have a fitted effect of over 35% in size
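Stably transfected U87-MG human glioma cells carrying a GRP78-based luminescent sensor were seeded at 1000 cells/well, pin-dosed with compounds and incubated 16 h. Luciferase reagent was then added, and end-point luminescence was read after 10 min at room temperature.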
RGS4 inhibitor – inhibitors of human regulator of G protein signaling 4; Potency, µM (highest dose often 114 µM), inactives show at the top dose activity change, negative = inhibition, hits mostly inhibitors; Transcreener GDP fluorescence polarization, RGS4-accelerated GTP hydrolysis; AID 504845; actives 0.039% (n = 390,000); further: potency means the concentration at half of the fitted maximal effect; on the % scale 0 is the no-effect control and ±100 the full control effect; nearly all actives have a fitted effect of over 75% in size; some results filed as inactive show a strong effect at the top dose
Target sequence (P49798 whole entry, looked up): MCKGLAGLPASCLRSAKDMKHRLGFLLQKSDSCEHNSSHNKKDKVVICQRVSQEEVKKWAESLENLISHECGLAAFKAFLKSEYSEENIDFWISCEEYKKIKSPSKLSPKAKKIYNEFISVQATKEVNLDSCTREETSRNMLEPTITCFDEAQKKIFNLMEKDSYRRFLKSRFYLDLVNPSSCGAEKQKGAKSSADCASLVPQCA
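MLSMR compounds (23 nl, pin-transferred) preincubated 10 min at room temperature with a 500nM (2x) first reagent, then RGS4 at 900nM (2x) plus Transcreener GDP mix added; fluorescence polarization (620/688 nm) read before and after 90 min at 30 °C.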
D2 agonist – D2 dopamine receptor (human) agonism; P14416; actives 0.53% (n = 340,000); HEK293 T-REx D2 cells, calcium flux agonist mode; activation, % at 2 µM;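 active means activation over 3 SD above normal in the single-dose calcium agonist read, cut at about 30% in these data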; further: 0% is about no effect
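HEK293 Trex D2 cells, tetracycline-induced, o/n 30 C 5% CO2; no-wash Ca dye, RT 30–90 min; 10-cycle baseline, 23 nl cpd added, kinetic Ca read 180 s; agonist hits = positive Ca response.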
ERG Ets-DNA blk – inhibitors of human ERG Ets domain-DNA interaction; actives 0.028% (n = 370,000); Potency, µM (top dose mostly 76.9 µM), inactives show at the top dose FP activity, negative = inhibition, most hits filed as inhibitors; AID 624246; fluorescence polarization, His-ERG Ets domain / labelled DNA; active means well fitted inhibition curve with a large enough effect in the polarisation, with a control signal flat; inconclusive means small, poorly fitted or top-dose-only effect, or effect the other way, or a change in a side signal; inactive means no such curve, though single readings can be large or run the other way; the % refers to the polarisation;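 further: polarization taken with two DNA probes labelled with fluorescein and Texas red; potency means the concentration at half of the fitted maximal effect; % of control where 0% means no effect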
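His-tagged ERG Ets domain (1 uM in the protein solution; 300mM KCl, 50mM Tris-HCl, 1mM EDTA, 1mM DTT, pH 7.5) received compound, then a probe mix of 5 nM fluorescein-DNA and 100nM Texas-615-DNA. Fluorescence polarization was read for both dyes.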
D2 antag – antagonizes the human D2 dopamine receptor; inhibition, % at 10 µM; P14416; HEK293 TREx D2 cells, calcium flux, dopamine EC80; AID 485344; actives 2% (n = 340,000); in the data active means inhibition above about 30%; further: 0% is about no effect
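HEK293 T-REx D2 cells, tet-induced, calcium dye no-wash. Cpd pintool add, 180 s kinetic, then EC80 DA, 180 s kinetic. Ca flux read.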
Vif-APOBEC3G blk – Vif-A3G binding inhibition. HeLa A3G-eYFP + Vif (tagged APOBEC3G with the HIV-1 protein that degrades it), YFP fluorescence, overnight. Potency, µM (top dose mostly 46.1 µM), inactives show at the highest dose activity, negative = active, hits mostly inhibitors. actives 0.076% (n = 410,000);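 further: potency means the concentration at half of the fitted maximal effect; on the % scale 0 is the no-effect control and ±100 the full control effect; nearly all actives have a fitted effect of over 60% in size; hits raise eYFP signal because A3G escapes Vif-driven loss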
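Read-out is eYFP fluorescence (Ex 488/Em 500-530) from Vif-expressing HeLa A3G-eYFP cells; more signal means A3G escaped Vif-mediated degradation. Cells plated overnight, compound pinned in, incubated overnight at 37 deg C.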
ALOX12 inh – blocks human arachidonate 12S-lipoxygenase | purified 12hLO, xylenol orange hydroperoxide absorbance | Potency, µM (doses to about 108 µM), for the others: top-dose activity change, negative = inhibition, actives largely listed as inhibitors | actives 1.1% (n = 580,000) | AID 1671190; further: potency means the concentration at half of the fitted maximal effect; on the % scale 0 is the no-effect control and ±100 the full control effect
Target sequence (P18054 whole entry, looked up): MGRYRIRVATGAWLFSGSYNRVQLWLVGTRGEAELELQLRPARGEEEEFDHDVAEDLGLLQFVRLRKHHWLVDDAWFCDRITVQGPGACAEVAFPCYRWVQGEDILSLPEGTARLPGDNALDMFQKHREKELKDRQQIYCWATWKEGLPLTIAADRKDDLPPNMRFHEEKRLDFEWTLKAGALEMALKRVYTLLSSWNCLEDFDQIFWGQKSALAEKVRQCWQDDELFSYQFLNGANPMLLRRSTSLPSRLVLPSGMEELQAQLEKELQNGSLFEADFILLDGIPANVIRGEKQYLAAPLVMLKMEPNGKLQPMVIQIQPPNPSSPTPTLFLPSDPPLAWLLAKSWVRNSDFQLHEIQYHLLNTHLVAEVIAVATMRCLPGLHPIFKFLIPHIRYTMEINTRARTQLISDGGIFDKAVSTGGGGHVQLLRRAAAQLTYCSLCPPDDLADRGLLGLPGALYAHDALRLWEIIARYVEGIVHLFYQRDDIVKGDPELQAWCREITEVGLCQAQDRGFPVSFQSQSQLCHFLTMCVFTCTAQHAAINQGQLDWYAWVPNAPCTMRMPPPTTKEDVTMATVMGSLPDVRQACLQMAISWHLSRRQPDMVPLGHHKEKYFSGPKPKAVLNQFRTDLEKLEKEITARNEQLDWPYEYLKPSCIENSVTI
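Purified human 12hLO at 150 nM in 25 mM Hepes, 0.01% Triton X-100, pH 7.0, preincubated 15 min at room temperature with compound. Reaction started with 40 uM arachidonic acid, 30 min at room temperature. Hydroperoxide measured by Fe-xylenol orange, 573/405 nm absorbance ratio.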
Vif-APOBEC3F blk – Vif-A3F binding inhibition; actives 0.2% (n = 390,000); HeLa A3F-eYFP + Vif (tagged APOBEC3F with the HIV-1 protein that degrades it), YFP fluorescence increase; Potency, µM (doses to about 46.1 µM), inactives show at the top dose activity, negative = active; further: potency means the concentration at half of the fitted maximal effect; % of control where 0% means no effect; nearly all actives have a fitted effect of over 65% in size
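HeLa cells stably expressing Vif plus C-terminally eYFP-tagged A3F were seeded, incubated overnight at 37 deg C, dosed with compound, incubated overnight again at 37 deg C. Yellow fluorescence (Ex 488/Em 500-530) reported blocked Vif-mediated A3F-eYFP degradation.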
* hit, by the source's call; ? = inconclusive; / = not tested or not shown; [ ] = dose if it differs, or a comment. Unless noted, the call rests on the fitted dose curve; in most records, active means well fitted curve in the direction sought with a large enough effect; inconclusive means small, poorly fitted or top-dose-only effect, or another doubt; inactive means no such curve, though single readings can be large; an effect the other way counts as inactive or inconclusive. An excerpt. The share of hits here may be higher or lower than overall.

Structure,LDHA block,Glioma ERSR ind,RGS4 inhibitor,D2 agonist,ERG Ets-DNA blk,D2 antag,Vif-APOBEC3G blk,ALOX12 inh,Vif-APOBEC3F blk
NC(=O)COC(=O)CSc1ccc2ccccc2c1,-1,-7%,24%,-0.3,0%,1,0%,0%,-3%
CCCCn1c(N)c(N(CC(C)C)C(=O)CSCc2cccc(C)c2)c(=O)[nH]c1=O,-2,-1%,-16%,-1.1,-11%,14,-3%,-2%,1%
CC(C)CC#Cc1ccc2c(c1)O[C@H](CN(C)C(=O)Cc1ccncc1)[C@H](C)CN([C@H](C)CO)S2(=O)=O,10,-4%,/,/,/,/,-4%,?,1%
Cn1nc(C(C)(C)C)c([N+](=O)[O-])c1C(=O)NC1CCCCC1,-1,-6%,16%,-0.1,-1%,23,3%,0%,4%
CC(C)(C)C(=O)Nc1ccccc1C(=O)NCc1cccnc1,-2,-3%,-12%,0.1,-15%,-12,2%,0%,-1%
Cc1ccc(NC(=O)c2snc3ccc(Cl)cc23)cc1C,-2,0%,-5%,-0.9,0%,-5,-4%,-4%,0%
CCOc1ccc(CCNC(=O)Cc2ccc(NC3=NC4CS(=O)(=O)CC4S3)cc2)cc1OCC (stereo not given),-3,-2%,-21%[56.9 µM],0.5,-4%,1,0%,0%,1%
CC1CCCCN1CCCNc1ccc(C(CC(N)=O)NC(=O)Cc2cccc3ccccc23)cc1[N+](=O)[O-] (stereo not given),-11,-2%,-6%,0.7,-13%,7,-4%,-4%,3%
O=C1CN(C(=O)COc2ccccc2)C(c2ccc(F)cc2)c2cc(Br)ccc2N1 (stereo not given),-4,-4%,3%,0.4,0%,/,-12%,5%,0%
COc1ccc(-n2c(C)cc3cc(OC(C)=O)ccc32)cc1,-5,-5%,13%,1.3,1%,2,-9%,?,?
Cn1c(Oc2ccc(F)cc2F)c(C=O)c2ccccc21,-2,-1%,-13%,1.3,41%[activator],-13,1%,-9%,8%
Cc1cc(C(=O)N2CCc3ccccc3C2)c(C)o1,-3,2%,-19%,/,0%,/,0%,30%[activator],3%
O=C(Nc1ccccc1)NN(C(=O)CCl)c1ccccc1,2,-16%,12%,/,3%,/,?,-8%,2%
Cc1csc(NC(=O)CSc2ccc(-c3ccccc3)nn2)n1,-7,-1%,-11%,3.6,-2%,1,-2%,/,-6%
Cc1ccc(OCc2nnc(SCC(=O)O)n2-c2ccccc2)cc1,1,-1%,1%,/,1%,/,2%,?,-2%
Cc1nc(SCC(=O)NC(=O)NC(C)(C)C)nc(C)c1C,-1,-6%,-7%,0.2,-4%,24,1%,5%,0%
Cc1ccc(CSc2oc(-c3cccs3)nc2S(=O)(=O)c2ccc(C)cc2)cc1,3,0%,-30%,-0.5,-2%,/,-6%,?,-1%
COc1ccc(C(C(=O)NC(C)(C)C)N(C(=O)CNC(=O)c2cccs2)c2ccc(C)cc2)cc1OC (stereo not given),1,-1%,-16%,-0.6,/,-5,-1%,9%,0%
Cc1ccc(C)c(OCC(=O)NCCN(C)C)c1,-5,-4%,7%,0.8,-4%,-4,-1%,?,0%
COc1ccc(NC(=O)Nc2nnc(N3CCC(C)CC3)s2)cc1OC,-1,-2%,-28%,0.4,10%,-23,0%,26%[57.4 µM],3%
CCn1c(SCc2nc3ccccc3[nH]2)nnc1-c1cccs1,-5,-2%,17%,-0.2,-6%,-5,-5%,26%,-9%
CCNS(=O)(=O)c1cc(S(C)(=O)=O)ccc1Cl,-11,2%,8%,0.1,/,-7,2%,4%,-4%
O=C(COC(=O)c1ccccc1SCC(=O)N1CCCC1)Nc1ccc(OC(F)F)cc1,0,-1%,-39%,-0.6,-8%,1,2%,-3%,7%
Cn1cccc1CC(=O)NNC(=O)Nc1ccc(F)cc1,0,-2%,-13%,-0.3,-9%,-25,2%,-1%,-1%

Complete entries from above:
COc1ccc(C(C(=O)NC(C)(C)C)N(C(=O)CNC(=O)c2cccs2)c2ccc(C)cc2)cc1OC (stereo not given) is listed with LDHA block: 1; Glioma ERSR ind: -1%; RGS4 inhibitor: -16%; D2 agonist: -0.6; ERG Ets-DNA blk: /; D2 antag: -5; Vif-APOBEC3G blk: -1%; ALOX12 inh: 9%; Vif-APOBEC3F blk: 0%
CCNS(=O)(=O)c1cc(S(C)(=O)=O)ccc1Cl is listed with LDHA block: -11; Glioma ERSR ind: 2%; RGS4 inhibitor: 8%; D2 agonist: 0.1; ERG Ets-DNA blk: /; D2 antag: -7; Vif-APOBEC3G blk: 2%; ALOX12 inh: 4%; Vif-APOBEC3F blk: -4%

(listing goes on)
Structure,LDHA block,Glioma ERSR ind,RGS4 inhibitor,D2 agonist,ERG Ets-DNA blk,D2 antag,Vif-APOBEC3G blk,ALOX12 inh,Vif-APOBEC3F blk
CCc1ccc(-c2nn(CC(=O)NC3CCCCC3)c3c2cnc2ccc(C)cc23)cc1,-1,-4%,3%,-0.6,4%,/,1%,-16%,2%
O=NN(CC(=O)NN=CC=Cc1ccccc1)CC(=O)NN=CC=Cc1ccccc1,-8,3%,/,/,/,/,-12%,-6%,/
COc1cccc(-c2nc3sc4c(c3c(=O)[nH]2)CCCCC4)c1,-5,-1%,-6%,1.9,-6%,7,0%,12%,-12%
COC(=O)C1CCN(C(c2ccccc2Cl)c2sc3nc(-c4ccco4)nn3c2O)CC1 (stereo not given),3,-2%,1%,-5.2,2%,/,5%,-23%,-4%
O=C(Nc1ccccc1F)C1CCCN(S(=O)(=O)c2ccccc2)C1 (stereo not given),-5,-3%,?,0.6,-1%,-9,-2%,-4%,12%
CCOC(=O)Cc1ccc(NS(=O)(=O)c2ccc(SC)cc2)cc1,-1,-2%,-7%,-0.1,8%,12,-1%,-78%,-1%
Nc1c(Cl)cc(-c2cn(CCC(=O)O)c(-c3ccc(Cl)nc3)n2)cc1Cl,1,-4%,-24%,-0.1,4%,0,-1%,1%,0%
O=C(Cc1ccccc1F)Nc1cc(S(=O)(=O)N2CCOCC2)ccc1N1CCOCC1,-1,-1%,11%,-2.0,-2%,-3,3%,-16%,0%
O=C(CC1C[C@H](C(=O)N2CCOCC2)[C@@]2(CCC3CCCC3)c3[nH]c4ccccc4c3CCN2C1=O)NCc1cccc(C(F)(F)F)c1 (stereo not given in full),-3,-4%,13%,/,8%,/,1%,-2%,4%
Cc1noc(C)c1C(=O)OC(C)C(=O)Nc1ccc(C(N)=O)cc1 (stereo not given),-7,-4%,8%,-0.2,2%,14,-1%,-12%,-5%
CCOC(=O)C1=C(COC(=O)CNS(=O)(=O)c2c(F)cc(F)cc2Br)NC(=O)NC1C (stereo not given),-4,-4%,7%,/,14%,/,0%,-6%,1%
CS(=O)(=O)N(CCc1ccccc1)CC(=O)N1CCN(c2ccc(F)cc2)CC1,2,-6%,-5%[11.4 µM],-0.2,-11%,-11,9%,0%,7%
COc1ccc(NC(=O)CCSc2ccc(C)cc2)cc1S(=O)(=O)Nc1ccccc1Cl,-4,-1%,1%,-1.7,5%,-15,2%,-2%,-7%
O=C(CN1CCCCC1)N/N=C/c1ccccc1Br,-9,-5%,31%,0.7,-6%,-6,1%,19%,0%
CC1=NN(C(=O)c2c(Br)cnn2C)C(O)(C(F)(F)F)C1 (stereo not given),-2,-3%,-37%[11.4 µM],0.0,-14%,-9,0%,6%,-8%
COc1ccc(CNc2nc3c(c(=O)n(Cc4ccc(F)cc4)c(=O)n3C)n2C)cc1,-3,-1%,-26%,0.2,3%,6,-2%,-47%,-1%
Cc1c(NC(=O)NCc2ccccc2)c(=O)n(-c2ccccc2)n1C,6,-6%,-9%,0.0,-18%,1,-1%,24%,1%
COc1ccc(C2c3cccn3CCN2S(=O)(=O)c2ccccc2[N+](=O)[O-])cc1OC (stereo not given),2,1%,-53%,1.0,10%,/,2%,-9%,-3%
O=[N+]([O-])c1cccc(S(=O)(=O)N/N=C/c2ccc(O)cc2)c1,-5,0%,-24%,-0.1,-12%,1,-2%,?,6%
CC(C)(C)C(=O)Nc1ccc(N2CCN(c3ccc(C(F)(F)F)cn3)CC2)nc1,-2,-2%,11%,-0.1,4%,-3,-1%,0%,-29%
CC1(C2CCC3C4CCC5CC6(CCC5(C)C4C(=O)CC32C)OCCO6)OCCO1 (stereo not given),2,-4%,7%,/,16%,/,0%,8%,-5%
CC(c1ccccc1)N1CC(C(=O)Nc2nccs2)CC1=O (stereo not given),-3,-3%,-19%,-0.5,-6%,10,-7%,0%,-20%
CCCCc1nnc(NC(=O)C2CC(=O)N(Cc3ccccc3)C2)s1 (stereo not given),-11,-5%,-12%,-0.1,5%,9,-2%,-19%,-13%
CCOc1ccc(NC(=O)C2CC3CCC2C3)cc1 (stereo not given),-6,7%,9%,/,-3%,/,2%,170%[activator],?
Cn1ccnc1C(O)c1cc(C(C)(C)C)c(O)c(C(C)(C)C)c1 (stereo not given),0,1%,-26%,0.8,/,3,0%,?,-3%
Cc1csc(NC(=O)CSC2=NCCS2)n1,-7,-1%,7%,/,-11%,/,1%,0%,-8%
Cc1ccc(NC2CCCN(C(=O)CN3C(=O)CSC3=O)C2)cc1C (stereo not given),12,-5%,-33%,0.4,-1%,11,1%,-2%,7%
Cc1cc(Br)cn2c(Cc3ccsc3)c(-c3ccc(F)cc3)nc12,3,?,/,/,/,/,-17%,?,/
O=C(N[C@H]1CC1c1ccccc1)c1ccc([N+](=O)[O-])cc1 (stereo not given in full),3,-3%,-16%,-1.7,17%,33*,0%,14%,0%

High-throughput results (PubChem BioAssay)
